NF-kB neuron act – NF-kB expression increase, human neuronal cells; NF-kB reporter expression; active compounds read high; fold change at 12.5 µM; 1.6% of 190,000 active; AID 1239; in the data active = fold change above about 3.3
Diaph inh CS – inhibits diaphorase or chemically oxidizes, flagging diaphorase assay artifacts; diaphorase resazurin-to-resorufin fluorescence, NADH, 16 min; bacterial (C. kluyveri) enzyme, not human; inhibition, % at 20 µM; 0.69% of 190,000 active; AID 1217;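 active = primary screen inhibition at 20 µM above a set limit, cut at about 50% in these data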;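 note: plate controls were DMSO with full reaction for no effect and wells lacking NADH for full effect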
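System: Diaphorase enzyme from Clostridium kluyveri | Amount: Enzyme working solution with 0.14 U/mL diaphorase | Benchmarks: No-NADH positive control and DMSO neutral control | Signal: Fluorescence of resorufin formed from resazurin, Ex 544/Em 590 nm | Schedule: 16-min room-temperature incubation before reading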
FLuc inhib CS – counter-screen for luciferase assay inhibitors: firefly luciferase inhibition | AID 1006 | inhibition, % at 10 µM | ATPLite firefly luciferase biochemical luminescence, 10 min | 1.5% of 200,000 active;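 active = inhibition above about 50% when tested at 10 µM, limit read from the data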
Target sequence (P08659 whole entry, looked up): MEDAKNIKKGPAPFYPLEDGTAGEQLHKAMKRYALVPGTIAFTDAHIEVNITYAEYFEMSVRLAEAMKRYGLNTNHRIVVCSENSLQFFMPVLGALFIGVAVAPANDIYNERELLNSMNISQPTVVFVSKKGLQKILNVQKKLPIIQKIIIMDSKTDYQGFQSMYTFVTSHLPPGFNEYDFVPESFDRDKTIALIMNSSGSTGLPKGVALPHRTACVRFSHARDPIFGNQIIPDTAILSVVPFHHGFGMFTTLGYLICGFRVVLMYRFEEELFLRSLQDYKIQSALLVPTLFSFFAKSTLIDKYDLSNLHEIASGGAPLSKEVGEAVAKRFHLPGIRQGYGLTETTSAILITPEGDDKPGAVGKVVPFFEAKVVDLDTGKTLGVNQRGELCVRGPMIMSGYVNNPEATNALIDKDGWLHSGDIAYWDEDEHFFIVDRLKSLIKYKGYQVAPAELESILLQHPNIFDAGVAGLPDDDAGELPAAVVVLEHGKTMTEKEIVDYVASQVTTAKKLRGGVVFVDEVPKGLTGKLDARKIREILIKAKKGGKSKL
G6PDH counter – counter-screen for G6PDH assay hits: L. mesenteroides G6PDH inhibition | Purified L. mesenteroides G6PDH, diaphorase/resazurin coupled fluorescence, 45 min | inhibition, % at 5 µM | 0.12% of 200,000 active | AID 1020; in the data active = inhibition above about 50%
APP transl inh – APP translation inhibition; 0.82% of 190,000 active; SH-SY5Y APP 5'UTR-luciferase reporter, luminescence; inhibition, % at 2 µM;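 active = inhibition above a set limit, derived from the sample mean plus 3 SD, cut at about 45% in these data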; note: values of inactives mirror those of a sister screen read the other way
FLuc stim CS – firefly luciferase counter-screen for stimulation assays. P08659. ATPlite luciferase biochemical, luminescence, 10 min; 0 = ATP-free wells, 1 = DMSO control. activation factor at 10 µM. 200,000 tested, under 10 active. AID 1027;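 active = luciferase activation factor, scaled between plate controls, of at least 2 with compound at 10 µM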
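Material: Luciferase/luciferin reagent mix | Doses: Test compounds dosed from 2 mM stocks in 100% DMSO | Timing: 10 min incubation after luciferase reagent addition, room temperature | Measured by: Luminescence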
APP 5'UTR act – activates APP 5'UTR luciferase reporter. activation, % at 2 µM. 1% of 190,000 active. SH-SY5Y APP 5'UTR luciferase reporter, luminescence; zero percent = DMSO vehicle wells. AID 1276;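 active = activation above a set limit, based on mean plus 3 SD of controls, cut at about 140% in these data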; note: values of inactives mirror those of a sister screen read the other way
STAT1 activator – increases IFN-gamma driven STAT1 reporter signal | activation (% of control), % at 5.5 µM | AID 932 | NIH 3T3 STAT1-luciferase reporter, luminescence; 100% = IFN-gamma alone, no compound | 2.6% of 200,000 active;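 active = activation above the screen-wide mean activation plus 3 SD, cut at about 130% in these data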;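 note: raw ratio to IFN-gamma control signal so 100% means no change and 0% no light; values of inactives mirror those of a sister screen read the other way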
TLR4 MyD88 comp – inhibitors of human TLR4-MyD88 binding; HeLa CL3-4 TLR4/MyD88 BLA complementation, FRET ratio; inhibition, % at 8.4 µM; 0.18% of 200,000 active; in the data active = inhibition above about 25%;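 note: 0% = vehicle and 100% = reference inhibitor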
Diaphorase act – counter-screen for diaphorase-based assays: diaphorase activators and chemical reducers; Diaphorase/resazurin coupled assay, resorufin fluorescence, 16 min; active compounds read high; 1 = vehicle wells, 0 = NADH-free wells; activation factor at 20 µM; 0.005% of 190,000 active;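 active = diaphorase activity raised at least twofold by the compound at 20 µM; inactive = activation factor below 2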
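test system = bacterial diaphorase enzyme (C. kluyveri) | quantity = enzyme 0.07 U/mL final | reagent = NADH substrate 0.114 mM plus resazurin dye 0.1 mM, final | incubation = 16 min enzyme reaction, ambient temperature | buffer or medium = HEPES pH 7.4 buffer with MgCl2 and Tween 20 | signal = fluorescence of resorufin, 544 nm excitation, 590 nm emission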
* = called active by the depositor; . = not tested or not shown.

SMILES	NF-kB neuron act	Diaph inh CS	FLuc inhib CS	G6PDH counter	APP transl inh	FLuc stim CS	APP 5'UTR act	STAT1 activator	TLR4 MyD88 comp	Diaphorase act
CCOc1cc(N2CCOCC2)c(OCC)cc1NC(=O)CN1CCc2ccccc2C1	1.1	30	0	9	-2	1	2	97	-4	0.7
CC(=O)/C(=N\Nc1ccc(Cl)cc1)Sc1nnc(-c2ccccc2)n1-c1ccccc1	1.3	14	-10	-17	-13	1.1	13	105	11	0.9
CCc1ccc2[nH]cc(C(=O)OCCOC)c(=O)c2c1	0.81	22	-2	3	-22	1	22	98	-7	0.8
CC(C)(C)NC(=O)CC1C(=O)NCCN1Cc1c(F)cccc1Cl (stereo unspecified)	0.96	14	-5	12	-6	1	6	100	-3	0.9
CCCc1c(O)nc(SCCN(CC)CC)n(C(=O)c2ccccc2)c1=O	1.8	16	-3	5	8	1	-7	99	-8	0.8
CCN=C1S/C(=C\c2cn(CC(=O)NCCOC)c3ccccc23)C(=O)N1CC	0.7	11	-5	10	4	1.1	-4	95	-19	0.9
COc1ccccc1/C=N/NC(=O)COCC(=O)N/N=C/c1ccccc1OC	1.4	7	2	4	5	1	-5	102	-5	0.9
COC(=O)c1sccc1NC(=O)c1cc(OC)c(OC)c(OC)c1	0.55	-6	-4	3	-11	1	11	104	-6	1.1
O=C(COC(=O)C1(c2ccc(Cl)cc2)CCCC1)NC1CCS(=O)(=O)C1 (stereo unspecified)	1.4	6	-4	5	9	1	-9	98	-1	0.9
Cn1c(-c2ccccc2)cccc1=O	1	-5	-2	5	-6	1	6	99	4	1
N/C(Cn1cncn1)=N\OC(=O)c1ccc(Cl)cc1	1.1	10	-6	3	-8	1.1	8	101	-11	0.9
COCCNC(=O)CCCC(=O)NCCOC	2	8	-7	4	0	1.1	0	94	-5	0.9
CCOC(=O)C(C(=O)OCC)C1OC(=O)c2cc3c(cc21)C(=O)OC3C(C(=O)OCC)C(=O)OCC (stereo unspecified)	1.1	1	-6	8	1	1.1	-1	90	-1	1
CN1C=C/C(=C\c2cc[n+](C)c3ccccc23)c2ccccc21	0.36	55*	16	60*	32	0.8	-33	69	-2	0.4
S=c1[nH]c(-c2ccccc2)cn1/N=C/c1ccc(Br)cc1	1.4	23	-4	-6	-28	1	28	102	9	0.8
O=C(NC(c1ccccc1)c1ccccc1)c1cccc(S(=O)(=O)NCc2ccccc2)c1	1.2	21	-6	4	-4	1.1	4	99	-29	0.8
CC(C)CSc1nc2ccccc2[nH]1	1.6	5	6	0	-28	0.9	27	106	15	1
CCN(CC)CCNS(=O)(=O)c1ccc(C(=O)NN)cc1	1.1	2	-8	-2	-24	1.1	24	95	0	1
CCNC(=O)N1c2ccc(OCC)cc2C(C)=CC1(C)C	1.2	32	-4	7	2	1	-2	90	2	0.7
O=C(O)c1cn(C2CC2)c2cc(N3CCN(S(=O)(=O)c4ccc5c(c4)OCCO5)CC3)c(F)cc2c1=O	1.7	33	-4	3	3	1	-3	101	-3	0.7
COc1ccc(C2CC(C)(c3ccc(OC)cc3OC)Nc3ccccc3N2)c(OC)c1 (stereo unspecified)	0.66	30	-5	9	-33	1	33	87	5	0.7
CC(=O)N1CCC(Nc2ccc(C)cc2)CC1	1.1	4	-10	3	-12	1.1	12	100	0	1
COc1cc(NC(=O)c2ccc(C)cc2)c(OC)cc1NC(=O)CN1CCOCC1	1.1	13	1	3	3	1	-3	104	-20	0.9
O=C(CSCC(=O)OCn1nnc2ccccc2c1=O)Nc1ccc(Cl)cc1	1.4	6	-7	6	-8	1.1	8	94	-3	0.9
C/C(CCC(C)C)=N\NC(=S)NCc1ccccc1	1.1	6	-4	0	17	1	-17	99	-15	0.9
The results go on:
SMILES	NF-kB neuron act	Diaph inh CS	FLuc inhib CS	G6PDH counter	APP transl inh	FLuc stim CS	APP 5'UTR act	STAT1 activator	TLR4 MyD88 comp	Diaphorase act
CCCCn1nnc(NC(=O)c2cc3ccccc3o2)n1	2	-4	4	4	-25	1	25	135*	3	1
COc1ccc(C2NC(=O)NC(O)(C(F)(F)F)C2C(=O)c2ccc(C)cc2)cc1 (stereo unspecified)	0.92	7	-1	-6	-1	1	1	101	-21	0.9
CCOC(=O)CSc1nc(-c2ccc(OC)cc2)ns1	1.4	27	1	18	-1	1	1	104	11	0.7
COc1cc(C(=O)NCc2cccc3ccccc23)ccc1OCc1ccccc1	0.73	25	-4	-1	-5	1	5	104	-3	0.8
COc1ccc(-c2csc(-n3ncc(-c4cccs4)c3N)n2)cc1	0.96	4	-2	3	-4	1	4	114	8	1
CCCCCn1c(=N)n(CC(O)COc2ccccc2OC)c2ccccc21 (stereo unspecified)	0.68	12	-2	6	-1	1	1	84	11	0.9
CCCCC(=O)N(CCOC)c1nnc(-c2ccc(OC)cc2)s1	1.4	2	-2	1	-8	1	8	95	16	1
COc1cccc(NC(=S)/C(=C(\[O-])c2ccc(C)c([N+](=O)[O-])c2)[n+]2ccccc2)c1	1.2	0	-9	22	-4	1.1	4	102	2	1
NC(=S)N/N=C/c1coc2c(ccc3ccccc32)c1=O	0.93	18	-3	-8	-25	1	25	100	-7	0.8
O=C(Oc1ccc2ccc(OC(=O)N3CCOCC3)cc2c1)N1CCOCC1	1.2	4	-2	-13	-10	1	11	111	9	1
C=CCn1c(-c2cccn(Cc3ccc(Cl)cc3)c2=O)n[nH]c1=S	1	24	-4	3	4	1	-4	99	1	0.8
COc1ccc(N2CCN(c3cnc4ccccc4n3)CC2)cc1	2.2	21	-3	7	-65	1	65	133*	-13	0.8
COc1ccc(C2OC(=O)c3ccccc3S2)cc1 (stereo unspecified)	1.3	25	-2	3	3	1	-3	106	-16	0.8
CC(C)(C)S(=O)(=O)c1ccsc1C(=O)O	1.2	-1	-3	-1	15	1	-15	100	10	1
Cc1ccccc1C(=O)Nc1cc(S(=O)(=O)N2CCCCC2)ccc1N1CCN(C)CC1	1	-4	0	11	-1	1	1	105	-2	1
CCN(CCCNC(=O)CC1Oc2ccc(C)cc2NC1=O)Cc1ccccc1 (stereo unspecified)	1.3	20	-2	23	-10	1	11	97	1	0.8
O=C(COC(=O)c1ccc(S(=O)(=O)NCc2ccco2)cc1)c1ccccc1	1	20	-1	-9	-3	1	3	108	4	0.8
NCCOc1ccc(C23CC4CC(CC(C4)C2)C3)cc1	1.2	-29	-4	2	-21	1	21	105	-2	1.3
C/C=C/C=N/Nc1nc(-c2ccc([N+](=O)[O-])cc2)cs1	1.2	9	-3	-2	18	1	-18	97	4	0.9
Cc1ccc(C(=O)NN2C(=O)c3ccc(S(=O)(=O)c4ccc(C(=O)O)cc4)cc3C2=O)cc1	1.5	5	-4	3	0	1	0	108	-25	1
CCOC(=O)c1sc2nc(C)nc(Nc3ccc(OC)cc3)c2c1C	1.2	3	-5	1	-1	1	1	98	2	1
c1ccc(Oc2cc(-n3cncn3)ncn2)cc1	0.92	-2	-1	-2	-6	1	6	109	-17	1
Cc1[nH]c2ccccc2c1C(c1ccncc1)N1CCN(c2ccccc2F)CC1 (stereo unspecified)	1.9	20	-9	16	23	1.1	-23	96	-9	0.8
COc1ccc(/C=N/NC(=O)Cn2nnc3ccccc32)cc1OC	0.99	10	10	-6	-18	0.9	17	109	4	0.9
CSc1ccccc1C(=O)Nc1cc(C)ccc1C	1.1	11	-6	4	-2	1.1	2	96	-9	0.9
Next section.
SMILES	NF-kB neuron act	Diaph inh CS	FLuc inhib CS	G6PDH counter	APP transl inh	FLuc stim CS	APP 5'UTR act	STAT1 activator	TLR4 MyD88 comp	Diaphorase act
CCOC(=O)CN1C2=NCCCN2c2ccccc21	1.3	-9	-2	12	8	1	-8	108	-1	1.1
COc1ccc(OC)c(Cc2nnc(CCC(=O)NC3C4CC5CC(C4)CC3C5)o2)c1 (stereo unspecified)	1.2	.	-5	16	-30	1	30	108	0	.
O=C(Nc1ccccc1)OCCOc1ccccc1	4.5*	12	0	0	-88	1	88	132*	4	0.9
COCCNC(=O)CN(C(=O)CCC(=O)Nc1cc(C)on1)c1ccc(C)cc1C	1.3	11	-6	-1	8	1.1	-8	101	-7	0.9
CC(=O)N1CCN(c2cc(N3CCc4ccccc4C3)c(F)cc2[N+](=O)[O-])CC1	0.95	13	-9	5	-3	1.1	3	102	-10	0.9
O=C(CN1CCN(Cc2ccccc2)CC1)Nc1ccc2c(c1)CCC2	1	13	-1	1	-4	1	4	95	-3	0.9
Cc1ccc(/C=C/C(=O)O)cc1S(=O)(=O)NCCO	1.1	4	-8	15	-12	1.1	12	110	0	1
O=C(CCC(=O)N/N=C/c1c[nH]c2ccccc12)NCc1ccccc1	1	2	-3	-2	4	1	-4	101	-2	1
Cc1cccc(Sc2c([N+](=O)[O-])ncn2C)n1	1.4	16	-8	3	-1	1.1	1	96	3	0.8
CCOC(=O)c1ccc(COc2ccc(C(C)C)cc2)o1	2.1	20	-1	8	-134	1	134	111	-5	0.8
CCC(C)n1nccc1NC(=O)C(C)OC(=O)c1cc2ccccc2[nH]1 (stereo unspecified)	0.89	16	10	2	-4	0.9	4	94	-17	0.8
c1ccc(Cc2nn3c(C4COc5ccccc5O4)nnc3s2)cc1 (stereo unspecified)	1.7	16	-5	15	-15	1	15	104	7	0.8
O=C(c1ccc(Cl)c(S(=O)(=O)NCc2ccco2)c1)N1CCN(c2ccccc2F)CC1	0.74	14	-8	1	-12	1.1	12	102	-3	0.9
CCOC(=O)CSc1nc2ccc(NC(C)=O)cc2s1	1.3	19	-6	-1	-7	1.1	7	96	11	0.8
O=c1c2sc3nc(N4CCOCC4)c4c(c3c2ncn1CCc1ccccc1)CCCC4	1.1	13	-3	5	-9	1	9	103	6	0.9
Cc1ccc(C2CC(c3ccccc3C)n3nc(N)nc3N2)cc1 (stereo unspecified)	1	6	-5	6	-16	1.1	16	109	7	0.9
CCN(CCn1cccn1)C(=O)CCc1nnc(Cc2c[nH]c3ccccc23)o1	1.3	31	-1	-4	6	1	-6	100	3	0.7

Screening data (PubChem BioAssay)
